# KCNQ1 inh: inhibitors of human KCNQ1 potassium channel. B-score at 10 µM. CHO-K1 KCNQ1, FluxOR thallium flux fluorescence; active compounds read high. P51787. 310,000 tested, 1.3% active;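 active means compounds whose thallium flux B-score, printed positive for inhibition, exceeds three library SD while starting fluorescence stays within three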;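 further: channel opened by potassium depolarization with thallium stimulus after 20 min compound exposure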
# Target sequence (P51787 whole entry, looked up): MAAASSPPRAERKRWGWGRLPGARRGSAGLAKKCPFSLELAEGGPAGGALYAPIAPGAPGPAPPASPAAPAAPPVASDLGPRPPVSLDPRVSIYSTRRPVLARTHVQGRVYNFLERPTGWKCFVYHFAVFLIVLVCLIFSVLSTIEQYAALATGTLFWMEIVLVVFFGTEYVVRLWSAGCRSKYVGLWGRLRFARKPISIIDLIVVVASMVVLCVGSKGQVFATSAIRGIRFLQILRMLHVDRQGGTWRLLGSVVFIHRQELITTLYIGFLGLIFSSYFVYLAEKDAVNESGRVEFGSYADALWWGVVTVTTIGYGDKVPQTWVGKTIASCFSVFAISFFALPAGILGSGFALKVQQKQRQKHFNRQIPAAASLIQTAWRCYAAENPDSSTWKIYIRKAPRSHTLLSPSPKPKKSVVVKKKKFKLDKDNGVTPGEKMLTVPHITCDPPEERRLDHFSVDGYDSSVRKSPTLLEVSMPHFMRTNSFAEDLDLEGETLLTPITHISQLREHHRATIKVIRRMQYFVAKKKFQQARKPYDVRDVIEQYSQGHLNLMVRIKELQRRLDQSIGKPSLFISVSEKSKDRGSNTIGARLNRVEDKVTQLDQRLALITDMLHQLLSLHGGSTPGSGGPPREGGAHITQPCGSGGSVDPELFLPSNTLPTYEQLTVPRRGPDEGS
# hERG protect: hERG (human) protection from proarrhythmic block; CHO-hERG, FluxOR thallium flux, dofetilide IC70 present; activation (rescue from dofetilide block), less the hit threshold, % at 10 µM; 310,000 tested, 0.51% active;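 active means activation above the mean of controls blocked by dofetilide plus 5 SD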;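 further: thallium influx through hERG after potassium depolarization seen as dye fluorescence rise; in these data hits start at about 4.7%; inactives centre near -7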
# RGS4 block: human RGS4 inhibition; HEK293 M3R/RGS4 inducible, Fluo-4 calcium flux; active compounds read high; triggered by carbachol at its EC20; AID 463165; P49798; 310,000 tested, 0.45% active; B-score at 10 µM;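 active means B-score, a plate-corrected calcium signal, over three deviations above library mean, with baseline fluorescence within five deviations of library mean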;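 further: RGS4 expression induced by doxycycline in cells with stable M3 receptor; B-score is computed from the integrated fluorescence ratio over baseline after carbachol; higher B-score means a larger calcium signal and so more RGS4 inhibition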
# Target sequence (P49798 whole entry, looked up): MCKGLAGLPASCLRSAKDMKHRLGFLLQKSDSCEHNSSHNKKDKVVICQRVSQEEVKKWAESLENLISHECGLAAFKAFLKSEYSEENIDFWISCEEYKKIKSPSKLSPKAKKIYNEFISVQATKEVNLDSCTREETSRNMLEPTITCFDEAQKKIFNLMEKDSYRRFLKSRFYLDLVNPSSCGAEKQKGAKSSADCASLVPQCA
# ANO1 block: inhibitors of mouse TMEM16A calcium-activated chloride channel | Q8BHY3 | 310,000 tested, 1.2% active | HEK293 TMEM16A/YFP iodide influx fluorescence, ionomycin | normalized B-score (activity score, 25-100; higher = stronger inhibition) at 10 µM;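 active means ratio plate-corrected score three or more library SD toward inhibition, starting fluorescence score within five deviations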;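 further: score derived from kinetic fluorescence span divided by baseline fluorescence per well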
# RGS4 pot: potentiators or activators of RGS4; 310,000 tested, 0.92% active; HEK293 M3R/inducible RGS4, carbachol calcium flux Fluo4; active compounds read low; B-score at 10 µM;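 active means B-score of the integrated calcium signal more than 4 SD below the library mean, with starting fluorescence not abnormally high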;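 further: negative B-score means reduced calcium response which marks RGS4 activation or potentiation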
#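 Assay system: HEK293 FlpIn-TREx cells, stable M3R, doxycycline-inducible RGS4 / Probe or stimulus: carbachol, ECmax concentration / Times: overnight RGS4 induction, 30 min dye load 37 °C, 20 min compound RT / Signal: kinetic calcium fluorescence imaging with Fluo4-AM dye, 2 µM / Measure: Agonist-evoked peak-minus-minimum fluorescence over baseline, integrated ratio, B score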
# KCNK3 block: human KCNK3 channel inhibition, primary screen; O14649; CHO-KCNK3 thallium flux, FluxOR fluorescence; active compounds read low; B-score at 10 µM; 340,000 tested, 0.84% active;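 active means B-score under library mean minus 4 SD, starting fluorescence ratio at most library mean plus 5 SD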;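 further: more negative B-score means stronger inhibition of thallium flux through KCNK3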
# MrgX1 ag: human MrgX1 receptor agonism, primary screen | Q96LB2 | MrgX1-HEK293 cells, Fluo-4 calcium fluorescence, agonist mode; active compounds read high | B-score at 10 µM | 310,000 tested, 0.44% active | AID 588627;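 active means calcium response B-score plate-corrected fluorescence ratio at least 3 library SD, with starting fluorescence B-score inside 5 SD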
#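 Test system: HEK293 cells stably expressing human MrgX1 receptor; Input: fifteen thousand cells per well; Dosing: compound delivered in addition one of three; Schedule: overnight seeding, then 1 h dark dye loading; Technique: Fluo-4 NW calcium fluorescence; Measure: B-scored fluorescence response ratio; Controls: positive and negative controls per plate.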
# KCNQ1 pot: potentiators or activators of human KCNQ1 potassium channel; P51787; CHO-K1 KCNQ1, thallium flux FluxOR fluorescence; active compounds read high; B-score at 10 µM; 310,000 tested, 0.35% active;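 active means fluorescence ratio B-score, a plate-corrected score, at least three library SD, with initial intensity B-score within 5 SD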
#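 Material: CHO-K1 cells stably expressing KCNQ1. Medium: assay buffer for compound exposure, DMSO matched across wells. Reagent: K+/Tl+ depolarizing stimulus. Compound dosing: single-concentration screen. Times: 37 °C overnight plating, 90-min dark dye load, 20-min compound pretreatment. Technique: FluxOR Tl+ flux fluorescence.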
# MrgX1 allo act: human MrgX1 positive allosteric modulation, primary screen; Q96LB2; MrgX1-HEK293, Fluo-4 calcium flux, FDSS; active compounds read high; B-score at 10 µM; 310,000 tested, 0.63% active;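 active means plate-corrected calcium response at least 3 library SD above typical, normal starting fluorescence, not activating the receptor alone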;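 further: compound read alongside a low EC10 to EC30 dose of BAM8-22 agonist; peak minus trough fluorescence over baseline measured at the second addition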
# KCNK9 block: inhibitors of human KCNK9 two-pore domain potassium channel; HEK293 KCNK9, FluxOR thallium flux fluorescence; active compounds read low; B-score at 10 µM; 310,000 tested, 1.2% active;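 active means ratio B-score over 3 SD below the library mean, with starting fluorescence within 5 SD of its mean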;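 further: negative B-score means less thallium flux so channel inhibition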
# ANO1 activ: activators or potentiators of mouse TMEM16A chloride channel. Q8BHY3. HEK293 TMEM16A/YFP-H148Q/I152L, iodide quench fluorescence; active compounds read low. B-score at 10 µM. 340,000 tested, 0.3% active. AID 623877;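 active means fluorescence-ratio B-score plate-corrected deviation score at least 3 library SD below zero, with starting fluorescence score within 5 deviations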;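 further: channel opened by trigger with iodide after compound preincubation; score built on the fluorescence ratio of max minus min over baseline; more negative score means more quench and so TMEM16A activation or potentiation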
# The depositor's hits bear a star; i = inactive; · = no result given.
SMILES,KCNQ1 inh,hERG protect,RGS4 block,ANO1 block,RGS4 pot,KCNK3 block,MrgX1 ag,KCNQ1 pot,MrgX1 allo act,KCNK9 block,ANO1 activ
CC(C)(C)NS(=O)(=O)c1ccc(CCC(=O)NCc2ccco2)cc1,i,-3,i,i,i,i,i,i,i,i,i
COc1cc(=O)[nH]c(=O)n1C(=O)Cc1ccccc1,i,-9,i,i,i,i,i,i,i,i,i
Cc1cc(Nc2nnnn2-c2ccccc2)n(-c2ccccc2)n1,i,-3,i,i,i,i,i,i,i,i,i
Cc1nc2ccc(F)cc2cc1C(=O)NCC1CCCO1 (stereo not drawn),i,-1,i,·,i,i,·,i,·,i,i
Cc1ccnc(NC(=O)Nc2cccc(F)c2)n1,i,-6,i,i,i,i,i,i,i,i,i
CNC(=S)N1CCN(c2ccc([N+](=O)[O-])cc2)CC1,i,-14,i,i,i,i,i,i,i,i,i
COc1ccc(/C=C2\SC(=O)NC2=S)cc1OC,i,5.7*,i,i,i,i,63*,12*,i,i,i
Cc1cc2ncc(C(=O)Nc3ccsc3C(=O)O)c(C)n2n1,i,-2,i,i,i,i,i,i,i,i,i
CCCS(=O)(=O)N1CCc2cc(OC)c(OC)cc2C1,i,-8,i,i,i,i,i,i,i,i,i
CN(C)CCCNc1oc(-c2ccccc2)nc1C#N,i,-8,i,i,i,i,i,i,i,i,i
Cc1c(OC(C)C(=O)NCCN2CCOCC2)ccc2c3c(c(=O)oc12)CCCC3 (stereo not drawn),i,-9,i,i,i,i,i,i,i,i,i
O=C(Cc1ccccc1)N/N=C/c1ccc(S(=O)(=O)O)o1,i,-9,i,i,i,i,i,i,i,i,i
CC(C)(C)c1cc(C(=O)N2CCc3ccccc32)ccn1,i,-9,i,i,i,i,i,i,i,i,i
CCOc1ccc(C(C(=O)NCC2CCCO2)N(C(=O)c2snc(C(N)=O)c2N)c2ccc3c(c2)OCCO3)cc1 (stereo not drawn),i,-16,i,i,i,i,i,i,i,i,i
COc1ccccc1C(=O)Nc1ccc(S(=O)(=O)Nc2cnc3ccccc3n2)cc1,i,-14,i,i,i,i,i,i,i,i,i
COc1ccc(NC(=O)c2cccnc2)cc1OCC(C)C,i,-5,i,i,i,i,i,i,i,i,i
Cc1cccc2nc(CSc3ccccc3C(=O)O)cn12,i,0,i,i,i,i,i,i,i,i,i
CCc1ccc(C(=O)NC(=S)Nc2ccc3c(c2)OCCO3)cc1,i,-5,i,i,i,i,i,i,i,i,i
O=C(NC1CCCC1)c1ccc2nc(-c3ccco3)c(-c3ccco3)nc2c1,·,·,·,i,·,i,i,·,i,·,i
Cc1ccc(S(=O)(=O)Nc2cccc(-n3cnnn3)c2)cc1,i,-9,i,i,i,i,i,i,i,i,i
COc1cc(NC(=O)CN2c3ccccc3CC2C)cc(OC)c1OC (stereo not drawn),i,-9,i,i,i,i,i,i,i,i,i
CC(C)CCn1c(=O)c(C(=O)N/N=C/c2cccc(F)c2)c(O)c2ccccc21,i,-8,i,i,i,i,i,i,i,i,i
CCOC(=O)C(=CNCC(=O)O)C(=O)OCC,i,-7,i,i,i,i,i,i,i,i,i
Cc1ccc(NC(=S)N2CCCCCC2)c(C)c1,i,-10,i,i,i,i,i,i,i,i,i

# Some values from above:
# In hERG protect, Cc1ccc(S(=O)(=O)Nc2cccc(-n3cnnn3)c2)cc1 has the entry -9
# In hERG protect, CCOc1ccc(C(C(=O)NCC2CCCO2)N(C(=O)c2snc(C(N)=O)c2N)c2ccc3c(c2)OCCO3)cc1 (stereo not drawn) has the entry -16
# In hERG protect, COc1ccc(NC(=O)c2cccnc2)cc1OCC(C)C has the entry -5

# The list continues.
SMILES,KCNQ1 inh,hERG protect,RGS4 block,ANO1 block,RGS4 pot,KCNK3 block,MrgX1 ag,KCNQ1 pot,MrgX1 allo act,KCNK9 block,ANO1 activ
C[C@H]1C[C@@H]2[C@H]([C@@H](O)C[C@@]3(C)[C@H]2CC[C@]3(O)C(=O)CO)[C@@]2(C)C=CC(=O)C=C12,i,-2,i,i,i,i,i,i,i,i,i
CC(NC(=S)NCCc1ccccc1)C(c1cccs1)N1CCN(C)CC1 (stereo not drawn),i,-10,i,i,i,i,i,i,i,i,i
O=C(NCc1ccccc1)c1ccc(Cn2cc(C(F)(F)F)ccc2=O)cc1,i,-4,i,i,i,i,i,i,i,i,i
CCOC(=O)c1ccc2ncc(C(=O)OCC)c(NCc3ccco3)c2c1,i,-1,i,i,i,i,i,i,i,i,i
COC(=O)C1=C(COc2ccccc2)NC(=O)NC1c1ccc(Br)cc1 (stereo not drawn),i,-6,i,i,i,i,i,i,i,i,i
COc1cc2c3c(c1OC)C1(C=CC(=O)C=C1)CC3N(C(=O)CCC(=O)O)CC2 (stereo not drawn),i,-3,i,i,i,i,i,i,i,i,i
Cn1c(=O)c2c(nc(N3CCc4ccccc4C3)n2Cc2ccccc2F)n(C)c1=O,i,-9,i,i,i,i,i,i,i,i,i
O=C(COc1ccccc1)N1CCN=C1SCc1ccc(F)cc1,i,-12,i,i,i,i,i,i,8.6*,i,i
COc1ccc(C(=O)N/N=C2\SCC(=O)N2Cc2ccc3c(c2)OCO3)c(OC)c1,i,-12,i,i,i,i,i,i,i,i,i
CN1CCN(c2nc(N3CCN(c4ccccc4)CC3)ncc2F)CC1,i,-3,i,i,i,i,i,i,i,i,i
CC(=O)CSc1nc(-c2cccs2)c(C#N)c(=O)[nH]1,i,-6,i,·,i,i,·,i,·,i,i
Cc1ccc(N=c2c([N+](=O)[O-])nn(-c3ccccc3)n2O)c(C)c1,i,-8,i,i,i,i,i,i,i,i,i

# Results in KCNK3 block, for some of the entries so far:
smiles | KCNK3 block
O=C(NCc1ccccc1)c1ccc(Cn2cc(C(F)(F)F)ccc2=O)cc1 | i
O=C(COc1ccccc1)N1CCN=C1SCc1ccc(F)cc1 | i

# New compounds follow.
SMILES,KCNQ1 inh,hERG protect,RGS4 block,ANO1 block,RGS4 pot,KCNK3 block,MrgX1 ag,KCNQ1 pot,MrgX1 allo act,KCNK9 block,ANO1 activ
CCN1C/C(=C/c2ccc(OC)c(O)c2)C(=O)/C(=C/c2ccc(OC)c(O)c2)C1,i,-11,i,i,i,i,i,i,i,i,i
O=C(NC1CCS(=O)(=O)C1)/C(=C/c1ccco1)NC(=O)c1ccccc1 (stereo not drawn),i,-6,i,i,i,i,i,i,i,i,i
O=C(C1CCCN1S(=O)(=O)c1cccc2nsnc12)N1CCN(c2ccccc2)CC1 (stereo not drawn),i,-5,i,i,i,i,i,i,i,i,i
CCOC(=O)c1c(NC(=O)c2ccc(N3C(=O)[C@@H]4[C@H](C3=O)[C@H]3C=C[C@@H]4C3)cc2)sc2c1CCCC2,i,-8,i,i,i,i,i,i,i,i,i
CCCOc1ccc(-c2nnc(-c3ccco3)o2)cc1,i,-7,i,i,i,i,i,i,i,i,i
O=C(CSc1nnc(C2CC2)n1Cc1ccccc1)c1ccc(S(=O)(=O)N2CCOCC2)cc1,i,-18,i,i,i,i,i,i,i,i,i
COC(=O)C1NC(=O)N2C(C(=O)OC)C(C)(C)S[C@H]12 (stereo partly drawn),i,-3,i,i,i,i,i,i,i,i,i
O=C1c2ccccc2C(=O)N1CCCCCc1nc(-c2ccccc2)no1,i,-7,i,i,i,i,i,i,i,i,i
CCC1CCCCN1C(=O)c1sc2nc(C)nc(N(CC)CC)c2c1C (stereo not drawn),i,-15,i,i,i,i,i,i,i,i,i
COc1ccc(C(=O)NCCc2cc3c(OC)ccc(OC)c3[nH]c2=O)cc1OC,i,-14,i,i,i,i,i,i,i,i,i
Cc1ccc(S(=O)(=O)CCC(=O)OCC(=O)N2CCN(S(=O)(=O)c3ccccc3)CC2)cc1,i,-9,i,i,i,i,i,i,i,i,i
Cc1cc(C)n2nc3ccccc3c2n1,i,1,i,i,i,i,i,i,i,i,i
COc1ccc(Cc2noc(CN(C)CC3(N4CCOCC4)CCCCC3)n2)cc1OC,i,-12,i,i,i,i,i,i,i,i,i
C=C1N(CCCCCC(=O)O)C(=O)OC12CCCCC2,i,-14,i,i,i,i,i,i,i,i,i
Cc1ccc(O)c(-c2cc(-c3ccc(F)cc3)no2)c1,i,-1,i,i,i,i,i,i,i,i,i
COc1c(C)cc(S(=O)(=O)NCc2ccccn2)c(C)c1C,i,0,i,i,i,i,i,i,i,i,i
COc1cccc(OCc2cc(C(=O)NCc3ccccn3)no2)c1,i,-8,i,i,i,i,i,i,i,i,i
O=C(NCCc1ccccn1)c1cc(-c2cccc3ccccc23)nc2ccccc12,i,-3,i,i,i,i,i,i,i,i,i
CCCCC(=O)Nc1ccc(NC(=O)c2ccccc2[N+](=O)[O-])cc1OC,i,-12,i,i,i,i,i,i,i,i,i
Cc1ccc(S(=O)(=O)NC(CC(C)C)C(=O)N2CCCC2)cc1 (stereo not drawn),i,-10,i,i,i,i,i,i,i,i,i
CCN(CC)S(=O)(=O)N1CCC(C(=O)NCC2COc3ccccc3O2)CC1 (stereo not drawn),i,-10,i,i,i,i,i,i,i,i,i
CCOC(=O)C1=C(C)NC(C)=C(C(=O)OCC)C1/C=C/c1ccccc1,i,-16,i,i,i,i,i,i,i,i,i
Cc1ccc(CSCc2ccc(C(=O)NCC3CCCO3)o2)cc1 (stereo not drawn),i,-12,i,i,i,i,i,i,i,i,i
Cc1cc(N)n(-c2nc3ccccc3s2)n1,i,-11,i,i,i,i,i,i,i,i,i
CN1CCC(=O)N(CCOc2ccccc2)CC1,i,-8,i,i,i,i,i,i,i,i,i
CCCc1nnc(NC(=O)CCC(=O)NCc2ccccc2)s1,i,-4,i,i,i,i,i,i,i,i,i
O=C(COCC(=O)N/N=C/c1ccccc1F)N/N=C/c1ccccc1F,i,-15,i,i,i,i,i,i,i,i,i
O=C(Nc1ccc(N2CCN(Cc3ccccc3Cl)CC2)cc1)c1cccnc1,i,1,i,i,i,i,i,i,i,i,i
C/C(=N/NC(=O)c1cccs1)c1ccc(NC(=O)COc2ccc(Cl)cc2Cl)cc1,i,-8,i,i,i,i,i,i,i,i,i
CN(C)N1C(=O)CC(N2CCCCC2)C1=O (stereo not drawn),i,-15,i,i,i,i,i,i,i,i,i
